AGP1-GFP MLPCN – alters AGP1-GFP fluorescence in TOR pathway yeast screen | S. cerevisiae AGP1-GFP multiplex flow cytometry, 3 h; GFP as percent of DMSO wells | GFP response vs DMSO, % at 10 µM | 0.02% of 320,000 active;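 active = GFP response relative to DMSO above a set limit, near screen average plus 3 SD, cut at about 150% in these data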;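 also: median GFP channel fluorescence of the gated AGP1 strain per well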
AHR activator – activates the human aryl hydrocarbon receptor; P35869; AHR-responsive luciferase reporter cells, luminescence; activation, % at 5 µM; 2.5% of 320,000 active; AID 2796; in the data active = activation above about 47%;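 also: 0% = vehicle wells and 100% = reference agonist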
Target sequence (P35869 whole entry, looked up): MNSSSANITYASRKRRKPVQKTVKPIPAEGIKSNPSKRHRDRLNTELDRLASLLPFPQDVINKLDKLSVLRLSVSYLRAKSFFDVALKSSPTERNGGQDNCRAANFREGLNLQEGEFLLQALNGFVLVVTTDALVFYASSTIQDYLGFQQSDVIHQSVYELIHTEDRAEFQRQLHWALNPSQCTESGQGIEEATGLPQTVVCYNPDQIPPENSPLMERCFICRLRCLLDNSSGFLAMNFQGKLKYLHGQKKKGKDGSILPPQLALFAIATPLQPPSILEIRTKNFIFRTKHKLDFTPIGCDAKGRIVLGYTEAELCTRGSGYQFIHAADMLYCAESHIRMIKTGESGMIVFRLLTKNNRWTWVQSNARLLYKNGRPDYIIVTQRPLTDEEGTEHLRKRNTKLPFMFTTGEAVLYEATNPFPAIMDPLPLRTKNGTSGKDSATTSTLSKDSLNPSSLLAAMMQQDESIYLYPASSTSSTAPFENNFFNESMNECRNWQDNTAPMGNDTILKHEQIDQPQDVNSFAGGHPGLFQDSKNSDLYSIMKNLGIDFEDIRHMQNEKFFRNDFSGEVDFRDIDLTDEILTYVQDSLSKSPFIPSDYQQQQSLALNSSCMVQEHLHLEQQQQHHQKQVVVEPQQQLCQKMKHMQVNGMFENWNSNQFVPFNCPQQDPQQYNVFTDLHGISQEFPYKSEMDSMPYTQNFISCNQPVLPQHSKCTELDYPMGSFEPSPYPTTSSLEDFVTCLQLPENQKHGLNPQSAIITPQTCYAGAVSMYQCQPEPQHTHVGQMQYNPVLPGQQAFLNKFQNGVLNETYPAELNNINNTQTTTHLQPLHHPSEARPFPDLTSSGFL
RPL19A TOR yeast – yeast TOR pathway RPL19A-GFP modulation | S. cerevisiae RPL19A-GFP strain, flow cytometry, 3 h; stronger effect = lower value | percent response vs DMSO, % at 10 µM | 0.3% of 330,000 active | AID 2025;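 active = percent response vs DMSO below 50%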;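 also: median channel GFP fluorescence of the barcoded RPL19A-GFP strain; ratio of sample median GFP to plate DMSO average so 100% = DMSO; lower means less RPL19A-GFP as with rapamycin TOR inhibition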
CR mimetic SO – yeast age-related superoxide inhibition as caloric restriction mimetic | superoxide response (% of plate mean), % at 10 µM | AID 2690 | S. cerevisiae aged cells, superoxide DHE fluorescence; stronger effect = lower value | 0.18% of 330,000 active;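 active = superoxide response under a set limit, about three screen SD below normal, cut at about 65% in these data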;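 also: yeast aged for seven days with compound at 30 °C before DHE staining; 100% = average MFI of all compound-treated wells on the plate with controls excluded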
MEP2 TOR yeast – yeast TOR pathway MEP2-GFP modulation; 0.51% of 330,000 active; S. cerevisiae MEP2-GFP strain, flow cytometry GFP, 3 h; 100% = DMSO control level; GFP response vs DMSO, % at 10 µM;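 active = GFP response versus DMSO above a set limit, roughly screen mean plus 3 SD, cut at about 180% in these data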;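 also: median GFP fluorescence of the barcode-gated MEP2-GFP cells per well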
LAP4 TOR yeast – yeast TOR pathway LAP4-GFP modulation. S. cerevisiae LAP4-GFP multiplex, flow cytometry GFP, 3 h; median GFP as percent of DMSO wells. GFP response vs DMSO, % at 10 µM. 0.34% of 320,000 active. AID 2023;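 active = GFP response vs DMSO above a set limit, about the screen mean plus 3 SD, cut at about 150% in these data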
Efflux pump inh – inhibitors of Candida antifungal efflux pumps expressed in yeast. S. cerevisiae Candida pump triplex, Nile Red efflux. inhibition, % at 10 µM. 0.44% of 330,000 active. AID 485275;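 active = plate passing quality check with inhibition over a set limit, or well fluorescence over plate mean plus 4 SD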;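 also: Nile Red retained in pooled yeast measured as flow cytometry median fluorescence; 0% = buffer negative control and 100% = Enniatin B positive control; higher means more Nile Red kept so more efflux inhibition; some compounds called inactive have numbers as strong as hits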
CIT2 TOR yeast – modulators of TOR pathway CIT2-GFP in S. cerevisiae; S. cerevisiae CIT2-GFP strain, flow cytometry, 3 h; 100 means same as DMSO wells; GFP response vs DMSO, % at 10 µM; 0.065% of 320,000 active; AID 2029;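 active = GFP response relative to DMSO above a set limit, near the screen mean plus 3 SD, cut at about 150% in these data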;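 also: ratio of well median GFP fluorescence to mean of DMSO wells on the plate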
Starred values were filed as active, the others as inactive; / = not tested or not shown.

1) Cc1nnc(SCC(=O)NC2CCS(=O)(=O)C2)n1-c1ccccc1 (stereo not drawn)
2) Cn1cc(C(=O)c2ccc(F)cc2)cc1-c1nc2ccccc2n1C
3) COc1ccccc1OCc1nc(-c2ccc([N+](=O)[O-])cc2)no1
4) O=S(=O)(Nc1cccc(S(=O)(=O)N2CCOCC2)c1)c1cccs1
5) OC1(c2ccc(Cl)c(Cl)c2)C[n+]2ccccc2N1Cc1ccccc1 (stereo not drawn)
6) CC1CCCC(C)N1C(=O)CSc1nnc(CSc2ncccn2)n1C (stereo not drawn)
7) CCC/C(O)=C1\C(=O)CC(C)(C)CC1=Nc1ccccc1OC
8) O=C(Nc1cccc(O)c1)C1CC(c2ccc(Cl)cc2)=NO1 (stereo not drawn)

entry no. | 1 | 2 | 3 | 4 | 5 | 6 | 7 | 8
CR mimetic SO | 108 | 97 | 92 | 96 | 92 | 84 | 101 | 103
LAP4 TOR yeast | 97 | 101 | 101 | 99 | 102 | 102 | 96 | 101
RPL19A TOR yeast | 97 | 93 | 92 | 101 | 104 | 101 | 97 | 100
AGP1-GFP MLPCN | 100 | 86 | 90 | 101 | 110 | 100 | 100 | 99
Efflux pump inh | 0.1 | 0.0 | 0.0 | 0.0 | -0.1 | -0.1 | 0.0 | 0.5
CIT2 TOR yeast | 100 | 81 | 87 | 99 | 100 | 107 | 98 | 94
AHR activator | 0 | -1 | 13 | 2 | 0 | 3 | 1 | 2
MEP2 TOR yeast | 105 | 102 | 130 | 101 | 97 | 95 | 96 | 102

9) Cc1cc(C(=O)N2CCN(c3ncccn3)CC2)c2cc(F)ccc2n1
10) Cc1noc(C)c1NC(=O)N(C)C[C@H]1Oc2ccc(NS(=O)(=O)c3cn(C)cn3)cc2C(=O)N([C@H](C)CO)C[C@@H]1C
11) COC(=O)c1nn(-c2ccccc2)ccc1=O
12) CC1OC(Nc2ccc(N=Nc3ccccc3)cc2)C(O)C(O)C1O (stereo not drawn)
13) CS(=O)(=O)N(CC(=O)Nc1cccc([N+](=O)[O-])c1)c1ccccc1
14) Cc1ccc(N2CC(C(=O)OCc3ccc([N+](=O)[O-])cc3)CC2=O)cc1 (stereo not drawn)
15) O=S(=O)(/N=C(/Nc1ccc(Cl)cc1Cl)c1ccccc1)c1cccs1
16) COC(=O)c1c(NC(=O)COC(=O)c2ccccn2)sc(C)c1C

entry no. | 9 | 10 | 11 | 12 | 13 | 14 | 15 | 16
CR mimetic SO | 98 | 93 | 107 | 95 | 111 | 98 | 97 | 89
LAP4 TOR yeast | 95 | 111 | 112 | 93 | 96 | 103 | 111 | 106
RPL19A TOR yeast | 98 | 96 | 97 | 106 | 95 | 100 | 98 | 97
AGP1-GFP MLPCN | 98 | 101 | 111 | 95 | 92 | 101 | 93 | 93
Efflux pump inh | 0.1 | -0.3 | -0.2 | 0.1 | 0.2 | 0.0 | 0.1 | 0.0
CIT2 TOR yeast | 96 | 96 | 110 | 97 | 94 | 95 | 92 | 94
AHR activator | -1 | -1 | -6 | -5 | 90* | -2 | 1 | 5
MEP2 TOR yeast | 102 | 94 | 121 | 93 | 89 | 98 | 93 | 108

17) COc1cc2c(cc1NC(=O)COC(=O)/C=C/c1ccccc1)oc1ccccc12
18) CCN1C(=O)/C(=C2/C=Cc3ccccc3N2CC)SC1=S
19) Cc1cc(C)n(CC(=O)NNC(=O)CC(C)c2ccccc2)n1 (stereo not drawn)
20) Cc1ccc(Cl)c2sc(NC(=O)C3CC3)nc12
21) Cc1onc(-c2ccccc2)c1C(=O)NNC(=S)NC(=O)c1ccc(Cl)cc1Cl
22) COc1cccc(C(=O)N(Cc2cc3cc(C)ccc3[nH]c2=O)C(C)C)c1
23) CN(Cc1cnccn1)Cc1cn(Cc2ccccc2)nc1-c1ccc2c(c1)OCO2
24) CC(=O)c1ccc(NC(=O)C(C)N(C)CC(=O)Nc2ccc(Cl)cc2)cc1 (stereo not drawn)

entry no. | 17 | 18 | 19 | 20 | 21 | 22 | 23 | 24
CR mimetic SO | 86 | 81 | 101 | 117 | 159 | 104 | 137 | 135
LAP4 TOR yeast | 95 | 96 | 94 | 100 | 100 | 103 | 89 | 93
RPL19A TOR yeast | 103 | 99 | 91 | 94 | 105 | 102 | 96 | 92
AGP1-GFP MLPCN | 98 | 96 | 92 | 94 | 104 | 104 | 89 | 93
Efflux pump inh | -0.1 | 0.0 | 0.1 | 0.1 | -0.4 | 0.0 | 0.1 | 0.0
CIT2 TOR yeast | 106 | 99 | 91 | 102 | 106 | 103 | 96 | 94
AHR activator | 3 | 13 | -1 | 49* | 0 | 7 | 4 | 4
MEP2 TOR yeast | 103 | 105 | 91 | 100 | 105 | 105 | 94 | 98

25) O=c1c2nnn(-c3ccccc3)c2ncn1C/C=C/c1ccccc1
26) Clc1ccccc1C1CC(c2ccccc2)Nc2ncnn21 (stereo not drawn)
27) Cc1ccn2c(NCc3ccccc3)c(-c3cccc(SC4CCCCC4)c3)nc2c1
28) Cc1cc(NC(c2ccc(Cl)cc2)c2ccc3cccnc3c2O)no1 (stereo not drawn)
29) Cc1ccc(C2C(C#N)=C(N)Oc3n[nH]c(-c4cccs4)c32)cc1 (stereo not drawn)
30) CCOC(=O)c1c(NC(=O)CN2CCOCC2)sc(C(=O)NC)c1C
31) CCOCCCNC(=O)CN1C(=O)C(CC)Oc2ccccc21 (stereo not drawn)
32) C=CC[C@@H](Cc1ccc(F)cc1)C(=O)OC[C@@H]1CCCN1C(=O)[C@@H](CC=C)CC(=O)N[C@@H](CO)Cc1ccccc1

entry no. | 25 | 26 | 27 | 28 | 29 | 30 | 31 | 32
CR mimetic SO | 126 | 94 | 86 | 133 | 92 | 100 | 105 | 106
LAP4 TOR yeast | 92 | 98 | 109 | 151* | 106 | 84 | 102 | 84
RPL19A TOR yeast | 99 | 100 | 93 | 95 | 98 | 101 | 102 | 97
AGP1-GFP MLPCN | 93 | 98 | 91 | 92 | 99 | 102 | 96 | 94
Efflux pump inh | 0.2 | -0.2 | -0.3 | 0.0 | 0.0 | 0.0 | 0.1 | 0.8
CIT2 TOR yeast | 95 | 100 | 82 | 79 | 94 | 124 | 88 | 97
AHR activator | 3 | 0 | 3 | 12 | 5 | 2 | -1 | 2
MEP2 TOR yeast | 100 | 102 | 93 | 101 | 97 | 101 | 101 | 91

33) Cc1ccc(S(=O)(=O)c2nc(NN(C)C)sc2Cl)cc1
34) COc1cccc2[nH]c(C(=O)NN)c(N)c12
35) O=C(NC(=S)Nc1ccc(N2CCOCC2)c(Cl)c1)c1cccs1
36) COc1ccc(C(=O)N[C@H](C(=O)NCc2cccs2)C(C)C)cc1
37) O=C(c1ccc(Cl)s1)N1CCN(c2ncccn2)CC1
38) O=C(COC(=O)c1cc(Cl)ccc1[N+](=O)[O-])NCc1ccc(Cl)cc1Cl
39) Cc1ccccc1C(=O)Nc1ccc2nc3n(c(=O)c2c1)CCC3
40) CCCCNS(=O)(=O)c1ccc2nc(SCC(=O)c3ccccc3OC)[nH]c2c1

entry no. | 33 | 34 | 35 | 36 | 37 | 38 | 39 | 40
CR mimetic SO | 113 | 99 | 80 | 118 | 106 | 99 | 98 | 92
LAP4 TOR yeast | 96 | 108 | 91 | 87 | 111 | 104 | 97 | 104
RPL19A TOR yeast | 94 | 95 | 99 | 92 | 101 | 102 | 101 | 92
AGP1-GFP MLPCN | 98 | 106 | 93 | 93 | 99 | 101 | 100 | 94
Efflux pump inh | 0.1 | -0.2 | -0.1 | 0.2 | -0.1 | 0.0 | -0.1 | 0.2
CIT2 TOR yeast | 92 | 106 | 97 | 80 | 97 | 101 | 94 | 95
AHR activator | -1 | 19 | 5 | 3 | -3 | 1 | 3 | -1
MEP2 TOR yeast | 93 | 99 | 100 | 91 | 103 | 104 | 92 | 103

41) O=C(C1CCCN(Cc2cccnc2)C1)N1CCCCC1 (stereo not drawn)
42) COc1ccccc1C(=O)N/N=C(\C)c1ccc(NC(=O)C2CC2)cc1
43) O=C(NCCc1ccc(Cl)cc1)c1nnc(Cc2ccc(Cl)cc2)o1
44) CC(C)(C)c1[nH]nc2c1C(c1ccco1)C(C#N)=C(N)O2 (stereo not drawn)
45) Cn1c(=O)c2c(ncn2CCCC(=N)N2CCOCC2)n(C)c1=O
46) Cc1nc(NC(=O)CSc2nnc(N)s2)c(Cl)cc1Cl
47) C=CCn1c(C(C)NC(=O)CCC)nc2ccccc21 (stereo not drawn)
48) O=C(CN(Cc1ccco1)C(=O)c1cccc(F)c1)Nc1ccccc1C(F)(F)F

entry no. | 41 | 42 | 43 | 44 | 45 | 46 | 47 | 48
CR mimetic SO | 108 | 114 | 109 | 100 | 104 | 105 | 96 | 111
LAP4 TOR yeast | 103 | 102 | 102 | 95 | 100 | 94 | 99 | 104
RPL19A TOR yeast | 94 | 109 | 101 | 106 | 98 | 92 | 99 | 101
AGP1-GFP MLPCN | 97 | 110 | 102 | 106 | 103 | 91 | 98 | 104
Efflux pump inh | 0.1 | -0.1 | 0.3 | -0.2 | 0.0 | 0.2 | -0.1 | 0.0
CIT2 TOR yeast | 93 | 108 | 99 | 104 | 102 | 89 | 101 | 98
AHR activator | 17 | 34 | -1 | 3 | 0 | 8 | 2 | -1
MEP2 TOR yeast | 140 | 108 | 100 | 111 | 99 | 96 | 103 | 106

An excerpt from above in order of heavy-atom count, descending.
40) CCCCNS(=O)(=O)c1ccc2nc(SCC(=O)c3ccccc3OC)[nH]c2c1
6) CC1CCCC(C)N1C(=O)CSc1nnc(CSc2ncccn2)n1C (stereo not drawn)
4) O=S(=O)(Nc1cccc(S(=O)(=O)N2CCOCC2)c1)c1cccs1

entry no. | 40 | 6 | 4
CR mimetic SO | 92 | 84 | 96
LAP4 TOR yeast | 104 | 102 | 99
RPL19A TOR yeast | 92 | 101 | 101
AGP1-GFP MLPCN | 94 | 100 | 101
Efflux pump inh | 0.2 | -0.1 | 0.0
CIT2 TOR yeast | 95 | 107 | 99
AHR activator | -1 | 3 | 2
MEP2 TOR yeast | 103 | 95 | 101

Later entries.
49) CC(=O)c1cc(CN2C(=O)CCC2=O)cs1
50) O=C(NCCc1nc2ccccc2[nH]1)c1cccc(Br)c1
51) CCc1ccc(OCc2nnc(SCC(=O)NC3CCCCC3)o2)cc1
52) NC(=O)COc1ccccc1C(=O)NC12CC3CC(CC(C3)C1)C2
53) COc1ccc(-c2ccncc2)cc1OC
54) NS(=O)(=O)c1ccc(NC(=O)C2C3C=CC(C3)C2C(=O)O)cc1 (stereo not drawn)
55) CCCNC(=O)c1c(O)c2cccc3c2n(c1=O)CCC3
56) CC(C)c1ccc(NC(=O)C2CC(=O)N(C3CCCC3)C2)cc1 (stereo not drawn)

entry no. | 49 | 50 | 51 | 52 | 53 | 54 | 55 | 56
CR mimetic SO | 92 | 95 | 103 | 96 | 101 | 104 | 110 | 83
LAP4 TOR yeast | 98 | 90 | 95 | 101 | 98 | 102 | 89 | 92
RPL19A TOR yeast | 105 | 101 | 107 | 108 | 97 | 100 | 102 | 105
AGP1-GFP MLPCN | 106 | 100 | 102 | 102 | 87 | 103 | 95 | 100
Efflux pump inh | 0.1 | 0.0 | 0.0 | -0.1 | 0.0 | -0.1 | -0.2 | -0.1
CIT2 TOR yeast | 109 | 99 | 99 | 103 | 96 | 104 | 93 | 101
AHR activator | 3 | 1 | 2 | 3 | 3 | -1 | / | 2
MEP2 TOR yeast | 107 | 102 | 105 | 108 | 83 | 104 | 99 | 104

Profiles as entered above. Screens in order: CR mimetic SO	LAP4 TOR yeast	RPL19A TOR yeast	AGP1-GFP MLPCN	Efflux pump inh	CIT2 TOR yeast	AHR activator	MEP2 TOR yeast
CCc1ccc(OCc2nnc(SCC(=O)NC3CCCCC3)o2)cc1 reads 103	95	107	102	0.0	99	2	105
NS(=O)(=O)c1ccc(NC(=O)C2C3C=CC(C3)C2C(=O)O)cc1 (stereo not drawn) reads 104	102	100	103	-0.1	104	-1	104
